# ER stress surv = ER stress cell death inhibition | CSM14.1 thapsigargin ER stress survival, ATP luminescence | relative survival (cellular ATP), % at 15 µg/mL (by protocol) | 0.33% of 48,000 active | AID 1010;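 active = survival measured by cellular ATP above 50% at 15 µg/ml in the first screen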;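 also: cell death triggered by about 15 µM thapsigargin; ATP read 24 h after thapsigargin was added; plate controls were thapsigargin with DMSO for no effect and DMSO without thapsigargin for full effect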
# * hit, by the source's call. This is a subset; count on the stated rates, not on these rows.
SMILES,ER stress surv
O=S(=O)(Cc1ccccc1)Nc1ccc(Br)cn1,1.1
COCCNC(=O)c1ccccc1[N+](=O)[O-],7.7
CCn1c(SCC(=O)c2ccccc2)nc2ccccc2c1=O,3.0
Cc1onc(-c2ccccc2)c1C(=O)NCc1ccccc1,0.8
C=CCNC(=O)c1cccc(OCc2ccccc2)c1,8.5
Cc1c(OCc2ccccc2)ccc2c3c(c(=O)oc12)CCCC3,8.0
c1ccc(-c2n[nH]c(-c3ccccn3)n2)nc1,0.8
O=C1/C(=C\c2cn(Cc3ccccc3F)c3ccccc23)SC(=S)N1c1ccc([N+](=O)[O-])cc1,11.3
O=C(Nc1ccc(Cl)c(Cl)c1)c1cccc([N+](=O)[O-])c1,-3.1
O=C1CC(N2CCN(C/C=C/c3ccccc3)CC2)C(=O)N1c1cc(Cl)cc(Cl)c1 (stereo not drawn),3.2
O=c1[nH]c(=O)n(-c2cccc(C(F)(F)F)c2)c(O)c1C=C1C=CC=N1,-1.3
COc1cc2ccccc2cc1C(=O)Nc1ccc(F)c([N+](=O)[O-])c1,2.1
O=CNC(NC(=S)Nc1cc(Cl)ccc1Cl)C(Cl)(Cl)Cl (stereo not drawn),2.3
CC(=O)N1c2ccccc2C(C)=CC1(C)C,6.0
COc1ccc(/C=C/C(=O)NC(=S)Nc2c(C)cc(C)cc2[N+](=O)[O-])cc1OC,0.4
CCOC(=O)C1=C(C)N=c2s/c(=C\c3ccccc3)c(=O)n2C1c1ccc(F)cc1 (stereo not drawn),3.9
Cc1cc(C)cc(CC2CC(=O)N(c3ccc([N+](=O)[O-])cc3)C2=O)c1 (stereo not drawn),-1.3
O=C1NC(=S)NC(=O)C1=Cc1ccc(Cl)cc1Cl,0.4
CCCc1nc2ccccc2n1C(=O)c1ccccc1C(=O)O,-4.8
COc1ccc(C(=O)NCCC(c2ccccc2)c2ccccc2)cc1OC,19.0
Nc1nonc1C(=O)OCc1ccccc1,-0.6
COc1ccc(/C=C2\C(=O)NC(=S)N(c3ccc(Br)cc3C)C2=O)cc1OC,6.9
CC1(C)CC(=O)C2=C(C1)NC1=C(C(=O)CC(C)(C)C1)C2c1ccccc1OCc1ccccc1,4.7
O=C(NC(Nc1ccc([N+](=O)[O-])cc1)C(Cl)(Cl)Cl)c1cccc(I)c1 (stereo not drawn),4.0
COc1cccc(C(=O)/C=C/c2ccc(SC)cc2)c1,3.6
SMILES,ER stress surv
O=C(Nc1ccccc1C(=O)N1CCCCC1)c1ccccc1Cl,2.4
C/C(=N/NC(=O)c1ccccc1)c1ccc(F)cc1,9.1
O=C(Nc1ccc(S(=O)(=O)N2CCc3ccccc32)cc1)c1cccc([N+](=O)[O-])c1,3.9
O=C1/C(=C\C=C\c2ccc([N+](=O)[O-])cc2)SC(=S)N1NS(=O)(=O)c1ccccc1,4.8
O=C(Nc1nncs1)c1cc(-c2cccc(Br)c2)nc2ccccc12,0.7
COc1ccc(C2CC(c3ccccc3)=CC(O)(C(C)(C)C)C2C(=O)C(C)(C)C)cc1 (stereo not drawn),11.2
O=C1CC(Nc2ccccc2)C(=O)N1c1ccc(N2CCOCC2)cc1 (stereo not drawn),8.9
CN1C(=O)NC(=O)/C(=C/c2ccc(-c3ccc(Cl)c(Cl)c3)o2)C1=O,-27.8
CCc1ccc(S(=O)(=O)Nc2ccc([N+](=O)[O-])c3ccccc23)cc1,3.7
CCOc1ccc(N2C(=O)c3ccccc3NC2c2ccc(Br)cc2)cc1 (stereo not drawn),5.7
Cc1ccccc1-c1nc2cc(NC(=S)NC(=O)c3ccc(Cl)cc3)ccc2o1,4.5
O=C(Nc1cccc(NC(=O)c2ccc(Cl)cc2Cl)c1)c1ccc2ccccc2c1,-1.1
CCN(CC)S(=O)(=O)c1ccc(NC(=O)c2cccc([N+](=O)[O-])c2)cc1,1.1
C/C(=N\N1CCN(Cc2cccc3ccccc23)CC1)c1ccccc1O,0.5
CCCc1ccc(-c2csc(N)n2)cc1,-4.1
Cc1ccc(N(C(=O)COc2ccc(F)cc2)C2C=CS(=O)(=O)C2)cc1 (stereo not drawn),2.4
Cc1cc(C(=O)N=Nc2c(O)n(Cc3ccccc3)c3ccc(Br)cc23)n[nH]1,3.6
O=C(Nc1ccc(N2CCCCC2)c(Cl)c1)c1ccc(-c2ccc(F)cc2)o1,3.8
COc1cccc(OCCOc2c(Cl)cc(/C=C3/SC(=S)NC3=O)cc2OC)c1,8.3
Cc1ccc(N2C(=O)CC(Sc3ccc(F)cc3)C2=O)cc1 (stereo not drawn),2.1
COc1ccc(-c2csc(NC(=O)CCCN3C(=O)c4cccc5cccc(c45)C3=O)n2)cc1,11.0
CC1(C)Cc2ccccc2C(/C=C2\NC(C)(C)Cc3ccccc32)=N1,0.9
Cc1cc(C)cc(NC(=O)Cn2c(C)c(C=O)c3ccccc32)c1,1.1
O=C(c1ccccc1)c1ccc2[nH]c3ccccc3c2c1,-0.2
COc1ccc2c(c1)C1=NN(/C(C)=C/C(C)=O)C(c3ccc(Br)cc3)C1CC2 (stereo not drawn),3.6
SMILES,ER stress surv
CC(C)C1Nc2c(O)cc(Cl)c([N+](=O)[O-])c2C2C=CCC21 (stereo not drawn),4.2
COc1ccc(C/C(N)=N/OC(=O)c2ccccc2Cl)cc1,-5.8
O=[N+]([O-])c1cc(C(F)(F)F)cc([N+](=O)[O-])c1Nc1cccc(Cl)c1Cl,3.3
CCC(Oc1ccccc1)C(=O)Nc1cc([N+](=O)[O-])ccc1C (stereo not drawn),4.2
O=C(NCc1ccccn1)c1cccc([N+](=O)[O-])c1,26.8
Cc1ccc(NC2=C(Cl)C(=O)N(c3ccc(Cl)cc3)C2=O)cc1C,2.4
CCOC(=O)c1c(NC(=S)Nc2ccccc2)sc(C)c1C,6.1
O=C(NCc1ccc(Cl)c(Cl)c1)c1cc2ccccc2oc1=O,8.4
Cc1c(-c2nc(-c3ccc(Cl)cc3)no2)cccc1[N+](=O)[O-],3.4
O=C(N/C(=C\c1cccc([N+](=O)[O-])c1)C(=O)N1CCOCC1)c1cccs1,-6.9
CCC1CCc2c(sc(NC(=O)c3ccccc3Br)c2C(=O)OC)C1 (stereo not drawn),2.3
COc1ccc(C(=O)N/N=C(/C)c2ccc3c4c(cccc24)CC3)cc1,0.8
Cc1cc(C)nc(NS(=O)(=O)c2ccc(NC(=S)Nc3ccccc3)cc2)n1,11.8
O=C(O)CCCC(=O)NCc1ccc(C(=O)O)cc1,4.8
O=C(CC1Sc2ccc(C(F)(F)F)cc2NC1=O)Nc1ccc(N2CCCCC2)cc1 (stereo not drawn),12.4
CCOC(=O)CNC(=S)Nc1ccc(F)cc1,4.1
Cc1onc(-c2ccccc2Cl)c1C(=O)Nc1nc(-c2ccc([N+](=O)[O-])cc2)cs1,-1.0
COc1ccc(N2C(=O)CC(N3CCC(Cc4ccccc4)CC3)C2=O)cc1 (stereo not drawn),3.3
CCn1c(SCC(=O)NN)nc2ccccc21,0.8
N#CC1=C(N)OC2=C(C(=O)CC(c3ccccc3)C2)C1Cc1ccccc1 (stereo not drawn),12.1
Cc1ccccc1NC(=O)/C=C/c1ccc([N+](=O)[O-])cc1,1.5
Cc1ccc(C(=O)Nc2cc(C(F)(F)F)cc(C(F)(F)F)c2)cc1,4.3
Cc1ccc(NC(=O)CSc2nnc(NC(=O)CN3CCCCC3)s2)cc1,0.7
COc1ccc(-c2cc(C(=O)Nc3ccccc3C(F)(F)F)c3ccccc3n2)cc1,6.3
CCOC(=O)C1CCCn2c1nc1scc(-c3ccccc3)c1c2=O (stereo not drawn),2.7
SMILES,ER stress surv
Nc1cc(-c2cccc(Br)c2)nn1Cc1ccc(Cl)cc1,5.2
O=C(O)CCCN1C(=O)/C(=C/C=C/c2ccccc2)SC1=S,-1.0
CCOc1ccc(NC(=S)NC(=O)c2ccc(F)cc2)c([N+](=O)[O-])c1,8.6
N/C(=N\OC(=O)c1ccc(Cl)cc1)c1ccccn1,-5.7
Cc1c(NC2=NC(C)(C)Cc3ccccc32)c(=O)n(-c2ccccc2)n1C,4.4
COC(=O)C(CCCC(C(=O)OC)C(=O)OC)C(=O)OC,9.9
COc1ccccc1CC(=O)Nc1ccc(Br)c(C)c1,0.1
CCOC(=O)N1N=C(CC)CC1(O)c1ccncc1 (stereo not drawn),0.9
CCC(Oc1ccccc1)C(=O)Nc1ccc(Cl)c([N+](=O)[O-])c1 (stereo not drawn),-2.0
COc1ccccc1OCCCN1CCCCC1,0.9
CCc1ccc(NC(=O)CN(c2ccc(Br)cc2)S(=O)(=O)c2ccccc2)cc1,10.4
COc1ccc(N(CC(=O)Nc2ccc(I)cc2)S(C)(=O)=O)cc1Cl,-0.7
CCC1(C)Cc2ccccc2/C(=C/C(=O)NC)N1 (stereo not drawn),-6.4
CNC(=O)c1c(NC(=O)c2cccs2)sc2c1CCCC2,9.5
CCCCOc1ccc2c(C)c(CC)c(=O)oc2c1,-2.5
Cc1cccc(OCC(=O)Nc2cc3c(C)cc(=O)oc3cc2C)c1,16.1
CC(=O)c1ccc(NC(=O)c2ccc3c(c2)C(=O)N(N2C(=O)c4ccccc4C2=O)C3=O)cc1,1.3
COc1ccc(/C(O)=C/c2nc3ccccc3[nH]c2=O)cc1,-0.2
COc1ccc(N2C(=O)CC(SC(=N)N3N=C(c4cccs4)CC3c3ccc(Br)cc3)C2=O)cc1 (stereo not drawn),11.8
O=[N+]([O-])c1ccc(C(O)CN2CCN(c3ccccc3)CC2)cc1 (stereo not drawn),14.7
O=C(CN1C(=O)/C(=C\c2ccccc2Cl)SC1=S)Nc1ccc([N+](=O)[O-])cc1O,-0.6
COCc1cc(C)nc(N/N=C/c2ccc(Cl)cc2Cl)c1C#N,2.6
COc1ccc(OC)c(NC(=O)/C(=C/c2ccccc2)c2ccccc2)c1,15.7
Clc1ccc(N2CCN(N=Cc3cccc(OCc4ccccc4)c3)CC2)cc1,17.2
CC/C(=N/O)c1ccc(CCCC(=O)O)s1,-0.5

# Part of the list above in another layout:
SMILES | ER stress surv
CCC1(C)Cc2ccccc2/C(=C/C(=O)NC)N1 (stereo not drawn) | -6.4
CNC(=O)c1c(NC(=O)c2cccs2)sc2c1CCCC2 | 9.5

# Going on with the list:
SMILES,ER stress surv
O=S(=O)(/N=C/c1ccccc1)c1cccs1,1.2
O=C(c1ccc(F)c2ccccc12)N1CCc2ccccc21,5.4
COc1ccc(/C=C(\C#N)c2nc3ccccc3[nH]2)cc1OC,-9.1
O=C(NCc1cccnc1)c1cc2nc(-c3cccs3)cc(C(F)(F)F)n2n1,9.8
COCCCNC(=O)C(=O)Nc1ccc(Cl)cc1C,-0.8
Cc1ccc(OCC(=O)O/N=C(\N)c2cccnc2)c(C)c1,-3.7
CC(=O)c1ccc(NC(=O)CN(c2ccccc2)S(=O)(=O)c2ccccc2[N+](=O)[O-])cc1,-2.2
N/C(=N\S(=O)(=O)c1ccc(Cl)cc1)c1ccc(F)cc1,0.2
O=C(N/N=C/c1ccc(Cl)cc1)c1cc(C2CC2)[nH]n1,-1.4
O=C1CC(Cc2ccc(Cl)cc2)C(=O)N1c1ccc(I)cc1 (stereo not drawn),11.6
COc1ccc(CC(=O)Nc2sc3c(c2C(=O)Nc2ccccc2C)CCCCC3)cc1,20.9
CCCOc1ccc(N2C(=O)CC(N3CCN(C)CC3)C2=O)cc1 (stereo not drawn),19.6
CC(C)(C)NCC(O)COc1ccc(Cl)cc1 (stereo not drawn),1.6
O=C(N/N=C\c1ccc(N2CCCC2)c([N+](=O)[O-])c1)c1ccccn1,-1.7
NS(=O)(=O)c1ccc(NC(=O)c2ccccc2I)cc1,11.9
NC1=NC(=O)/C(=C/c2ccc(OCc3cccc4ccccc34)cc2)S1,2.9
CCOCn1c2ccc(Cl)cc2c2cc(Cl)ccc21,12.7
Cc1ccc(C(=O)NCC2CCCO2)cc1[N+](=O)[O-] (stereo not drawn),-0.1
COc1ccc(/C=N/NC(=O)COc2ccccc2Br)cc1,5.4
O=C(CSc1nc2ccc(N3C(=O)c4ccccc4C3=O)cc2s1)Nc1ccc([N+](=O)[O-])cc1,3.6
Cc1ccccc1C(=O)NNC(=O)c1ccc([N+](=O)[O-])cc1,-13.9
Cc1ccccc1NCC(=O)N/N=C\c1cc([N+](=O)[O-])cc(Br)c1O,0.9
COc1ccc(CC(=O)Nc2ccccc2Br)cc1OC,0.8
CC1(C)Cc2ccccc2/C(=C(\C#N)C(=O)Nc2ccccc2)N1,7.5
COCCCNC(=O)c1cccc([N+](=O)[O-])c1C,10.3
CCCCCOC(=O)C1=C(C)NC(=S)NC1c1ccccc1 (stereo not drawn),1.0

# A draw from above in order of length of the SMILES, falling.
SMILES,ER stress surv
O=C(CSc1nc2ccc(N3C(=O)c4ccccc4C3=O)cc2s1)Nc1ccc([N+](=O)[O-])cc1,3.6
CC(=O)c1ccc(NC(=O)CN(c2ccccc2)S(=O)(=O)c2ccccc2[N+](=O)[O-])cc1,-2.2
O=C(N/N=C\c1ccc(N2CCCC2)c([N+](=O)[O-])c1)c1ccccn1,-1.7
Cc1ccccc1NCC(=O)N/N=C\c1cc([N+](=O)[O-])cc(Br)c1O,0.9
O=C(NCc1cccnc1)c1cc2nc(-c3cccs3)cc(C(F)(F)F)n2n1,9.8
NC1=NC(=O)/C(=C/c2ccc(OCc3cccc4ccccc34)cc2)S1,2.9
Cc1ccccc1C(=O)NNC(=O)c1ccc([N+](=O)[O-])cc1,-13.9
N/C(=N\S(=O)(=O)c1ccc(Cl)cc1)c1ccc(F)cc1,0.2
O=C1CC(Cc2ccc(Cl)cc2)C(=O)N1c1ccc(I)cc1 (stereo not drawn),11.6
Cc1ccc(OCC(=O)O/N=C(\N)c2cccnc2)c(C)c1,-3.7
Cc1ccc(C(=O)NCC2CCCO2)cc1[N+](=O)[O-] (stereo not drawn),-0.1
O=C(c1ccc(F)c2ccccc12)N1CCc2ccccc21,5.4
COCCCNC(=O)c1cccc([N+](=O)[O-])c1C,10.3
COc1ccc(CC(=O)Nc2ccccc2Br)cc1OC,0.8
COCCCNC(=O)C(=O)Nc1ccc(Cl)cc1C,-0.8
O=S(=O)(/N=C/c1ccccc1)c1cccs1,1.2
CC(C)(C)NCC(O)COc1ccc(Cl)cc1 (stereo not drawn),1.6

# Screens from PubChem BioAssay.
